# Rab7 wt GTP bind = alters GTP binding to wildtype dog Rab7. GST-Rab7 beads, fluorescent GTP binding, flow cytometry; actives lie on both sides; untreated = 100%, excess cold GTP = 0%. GTP binding activity (percent of control), % at 10 µM. 190,000 compounds, 0.055% hits;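 active = fluorescent GTP binding to Rab7 beads changed by at least 20 points from the 100% baseline, either direction, mostly lower; inconclusive = compound itself probably fluorescent, or too few beads counted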;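 note: median green fluorescence of bound Bodipy-FL-GTP per Rab7 bead population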
# Rac1 mut GTP = human Rac1 activated mutant GTP binding change; percent activity (GTP binding), % at 10 µM; P63000; 190,000 compounds, 0.11% hits; GST-Rac1 activated beads, fluorescent GTP binding, flow cytometry; actives lie on both sides; 100% means binding = to untreated wells;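 active = GTP binding at least 20 percentage points away from the 100% baseline, in either direction, so actives lie on both sides; inconclusive = Compound likely fluorescent itself, or too few beads counted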
# HRas wt GTP bind = changes GTP binding to wildtype human HRas; GST-Ras wt beads, Bodipy-FL-GTP binding, flow cytometry; actives lie on both sides; GTP binding activity, % at 10 µM; 190,000 compounds, 0.14% hits; AID 759;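 active = GTP binding activity at least 20% away from the 100% baseline, either lowered as inhibitor or raised as activator; inconclusive = flagged as likely green fluorescent, judged across all proteins in the well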;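 note: 0% = unlabeled GTP competition control and 100% = no-compound control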
# Target sequence (P01112 whole entry, looked up): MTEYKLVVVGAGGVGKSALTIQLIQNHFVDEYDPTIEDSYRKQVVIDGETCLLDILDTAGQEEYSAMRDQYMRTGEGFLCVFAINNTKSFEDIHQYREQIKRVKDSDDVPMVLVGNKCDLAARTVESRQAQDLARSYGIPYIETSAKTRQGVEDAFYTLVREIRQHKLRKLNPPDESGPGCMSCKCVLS
# ABCG2 block = blocks JC-1 efflux by human ABCG2 transporter | Q9UNQ0 | IgMXP3 cells, flow cytometry | inhibition, % at 6.6 µM | 190,000 compounds, 0.1% hits;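 active = inhibition above 80%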;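 note: 0% = DMSO and 100% = nicardipine control wells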
# Target sequence (Q9UNQ0 whole entry, looked up): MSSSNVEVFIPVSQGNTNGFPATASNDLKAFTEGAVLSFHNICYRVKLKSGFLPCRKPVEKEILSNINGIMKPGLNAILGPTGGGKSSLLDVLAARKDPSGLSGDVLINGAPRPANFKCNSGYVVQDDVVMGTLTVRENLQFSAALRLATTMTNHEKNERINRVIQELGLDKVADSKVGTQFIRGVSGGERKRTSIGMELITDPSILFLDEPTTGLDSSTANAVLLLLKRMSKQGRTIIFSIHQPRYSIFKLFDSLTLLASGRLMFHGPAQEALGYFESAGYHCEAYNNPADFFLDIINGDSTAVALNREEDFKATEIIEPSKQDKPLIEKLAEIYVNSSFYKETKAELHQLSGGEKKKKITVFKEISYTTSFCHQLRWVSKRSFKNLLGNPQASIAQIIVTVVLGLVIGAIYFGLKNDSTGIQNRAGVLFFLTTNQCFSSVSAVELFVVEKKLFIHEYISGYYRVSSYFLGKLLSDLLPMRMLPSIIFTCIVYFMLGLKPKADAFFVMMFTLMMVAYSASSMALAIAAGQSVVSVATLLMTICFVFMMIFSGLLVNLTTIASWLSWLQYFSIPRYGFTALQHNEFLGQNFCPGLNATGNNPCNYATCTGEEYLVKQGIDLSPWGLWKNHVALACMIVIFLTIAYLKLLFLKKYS
#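 Times: 10 min at 25 °C | Test system: Two drug-resistant human cell lines, ABCG2 and ABCB1 | Quantity: 3 million cells/mL final, two lines in 1:1 ratio | Signal: Flow cytometry, 530 nm JC-1 signal | Dosing: Compound at 6.6 µM | Controls: Nicardipine and DMSO wells | Reagent: JC-1 as fluorescent efflux pump substrate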
# Avidin fluor = compound fluoresces at 488/530 nm on avidin beads; compound fluorescence 488/530 nm, flow cytometry; active compounds read high; fluorescence (KMESF) at 10 µM; 220,000 compounds, 0.38% hits; in the data active = fluorescence above about 47; note: inactives centre near 10
# Pf gamet viab = P. falciparum stage V gametocyte viability inhibition; P. falciparum stage V gametocytes, ATP luminescence, 24 h; inhibition, % at 10.9 µM; 150,000 compounds, 0.065% hits; AID 743093;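 active = inhibition above the mean plus 3 SD of compounds within the control limits, set per campaign, cut at about 38% in these data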;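 note: 0% = DMSO wells and 100% = medium only without gametocytes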
# Cdc42 wt GTP = human Cdc42 wildtype GTP binding change, either direction. GST-Cdc42 beads, Bodipy-GTP binding, flow cytometry; actives lie on both sides. percent activity (GTP binding), % at 10 µM. AID 761. 190,000 compounds, 0.2% hits. P60953;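 active = percent activity GTP binding at least 20 points away from the 100% baseline, either down as inhibitor or up as activator; inconclusive = compound flagged as likely green fluorescent from well-wide comparison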;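 note: median bead fluorescence of bound Bodipy-FL-GTP at 100 nM; 0% = excess unlabeled GTP control and 100% = no compound control; below 100% means less GTP binding so inhibitor and above means activator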
# Target sequence (P60953 whole entry, looked up): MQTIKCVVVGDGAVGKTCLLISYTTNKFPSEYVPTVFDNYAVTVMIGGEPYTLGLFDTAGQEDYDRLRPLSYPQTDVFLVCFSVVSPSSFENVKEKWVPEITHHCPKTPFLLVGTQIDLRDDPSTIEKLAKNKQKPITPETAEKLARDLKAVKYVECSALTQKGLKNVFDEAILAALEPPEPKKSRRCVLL
# ABCB1 block = blocks JC-1 efflux by human ABCB1 transporter; P08183; CCRF-Adr cells, flow cytometry; inhibition, % at 6.6 µM; 190,000 compounds, 0.067% hits; in the data active = inhibition above about 40%;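 note: 0% = vehicle and 100% = reference inhibitor; higher value means more JC-1 retained so stronger ABCB1 efflux block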
# Rac1 wt GTP bind = modulators of human Rac1 wildtype GTP binding; P63000; GST-Rac1 beads, fluorescent GTP binding, flow cytometry; actives lie on both sides; 0 = cold GTP competed, 100 = untreated; GTP binding activity (% of control), % at 10 µM; 190,000 compounds, 0.27% hits; AID 757;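 active = GTP binding activity at least 20 points away from the 100% control level, either lower or higher; inconclusive = compound flagged as likely green fluorescent, judged across all proteins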
# GSH bead fluor = GSH bead compound fluorescence profile | AID 1776 | fluorescence (KMESF) at 10 µM | 190,000 compounds, 0.25% hits | GSH beads flow cytometry, compound fluorescence 488/530 nm; active compounds read high; in the data active = fluorescence above about 89;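 note: glutathione beads carrying GST-tagged Bcl family fusion proteins plus one bare bead set; values are compound well signal with DMSO vehicle wells as background; inactives centre near 16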
# Rab2 wt GTP = changes GTP binding to wildtype dog Rab2A, up or down. GST-Rab2 wt beads, Bodipy-GTP binding, flow cytometry. GTP binding activity, % at 10 µM. 190,000 compounds, 0.19% hits;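 active = GTP binding activity at least 20 points away from 100%, either lowered or raised; inconclusive = signal likely due to the compound's own green fluorescence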;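 note: 0% = beads with excess unlabeled GTP and 100% = no-compound control corrected for plate trend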
# Starred values were filed as active, the others as inactive; ? = inconclusive; . = not tested or not shown.
item	smiles	Rab7 wt GTP bind	Rac1 mut GTP	HRas wt GTP bind	ABCG2 block	Avidin fluor	Pf gamet viab
1	C/C(CCc1ccc2c(c1)OCO2)=N\N=C(/N)SC1CC(=O)N(c2ccccc2F)C1=O (stereo not given)	96	100	99	1	8	-2
2	O=c1[nH]c(/C=C2\C=Nc3ccccc32)c(O)n1Cc1ccccc1F	93	98	94	0	10	16
3	CCN(C(=O)CSc1cc(C)c2cccc(C)c2n1)C1CCS(=O)(=O)C1 (stereo not given)	102	96	97	4	9	.
4	O=C(Nc1cccc2ccccc12)NC1CCCc2ccccc21 (stereo not given)	98	98	102	-1	5	.
5	CCc1n[nH]c(=S)n1/N=C/c1ccc(N(CC)CC)cc1	100	93	98	0	8	-20
6	COC(=O)c1ccccc1N1C(=O)C2C(C1=O)[C@H]1C=C[C@@H]2C1 (stereo not given in full)	98	99	103	1	21	.
7	Clc1ccc(OCCn2cnc3ccccc32)c(Cl)c1	95	96	100	24	6	.
8	COc1cc(C(=O)NCc2ccc(-c3nc4ccccc4s3)cc2)cc(OC)c1OC	101	99	99	12	18	-12
9	CCC(C)Nc1nc(Cl)nc(N(C#N)CN2C(=O)c3ccccc3S2(=O)=O)n1 (stereo not given)	100	102	100	7	7	9
10	CC(=O)N1CCc2cc(Br)cc(S(=O)(=O)CCC(=O)Nc3c(C)n(C)n(-c4ccccc4)c3=O)c21	99	98	98	-1	14	6

item	Cdc42 wt GTP	ABCB1 block	Rac1 wt GTP bind	GSH bead fluor	Rab2 wt GTP
1	99	0.0	103	17	98
2	95	-0.1	97	10	92
3	97	0.9	98	15	99
4	103	-0.3	103	16	99
5	92	-0.1	97	13	97
6	104	0.6	103	16	101
7	101	1.7	105	15	98
8	100	3.2	98	16	98
9	98	-0.3	95	11	98
10	100	-0.1	99	11	100

# Continuation.
item	smiles	Rab7 wt GTP bind	Rac1 mut GTP	HRas wt GTP bind	ABCG2 block	Avidin fluor	Pf gamet viab
11	O=C(Nc1ccc2nc(-c3ccc(Br)o3)[nH]c2c1)c1ccco1	96	96	97	1	17	-11
12	COc1cccc(NC(=O)N2CCC(C(=O)Nc3ccc(C)cc3C)CC2)c1	101	100	101	4	5	-24
13	COc1ccc(C(=O)N2C(=S)NC(=O)/C2=C\c2ccc(C)cc2)cc1	92	90	92	-5	12	.
14	COc1cc(OC)cc(C(=O)Nn2cc(C(=O)Nc3c(F)cccc3F)c3ccccc3c2=O)c1	99	99	98	1	2	14
15	COc1cccc(N2CCN(C(=O)c3nc4nc(C)cc(C)n4n3)CC2)c1	101	99	100	5	9	-5
16	O=C(NCc1cccnc1)c1cc([N+](=O)[O-])ccc1N1CCOCC1	105	99	100	0	9	12
17	CCn1ccnc1C(O)c1cccc(OC)c1 (stereo not given)	95	101	101	0	4	.
18	COc1ccc(-c2ccc(C#N)c(SCC(=O)NCCc3ccccc3)n2)cc1OC	98	97	98	35	24	.
19	CC(C)(C)NC(=O)c1cccc(NC(=O)c2ccc(NC(=O)c3ccco3)cc2)c1	100	100	97	9	10	.
20	Fc1ccccc1Cc1noc(CN2CCC(OCc3cccnc3)CC2)n1	97	92	93	6	10	6

item	Cdc42 wt GTP	ABCB1 block	Rac1 wt GTP bind	GSH bead fluor	Rab2 wt GTP
11	95	0.4	94	5	96
12	102	0.6	103	52	102
13	90	-0.8	91	5	92
14	98	-0.5	100	13	96
15	97	0.6	100	16	97
16	101	0.1	103	21	102
17	100	0.1	101	19	101
18	99	0.7	101	11	95
19	99	-0.1	103	29	100
20	93	-0.1	91	10	95

# Other records.
item	smiles	Rab7 wt GTP bind	Rac1 mut GTP	HRas wt GTP bind	ABCG2 block	Avidin fluor	Pf gamet viab
21	CCOC(=O)c1ccc(COC(=O)CCc2nc3ccccc3[nH]c2=O)o1	94	94	98	4	9	6
22	CC(C)Cc1nnc(NC(=O)CSc2nc(O)c(Cc3ccccc3)c(=O)[nH]2)s1	?	?	?	38	13	.
23	COc1ccc(N2CCN(C(=O)CN3C(=O)C4CC=CCC4C3=O)CC2)cc1 (stereo not given)	101	98	98	0	7	-14
24	Cc1cc2c(cc1C)NC1(C(=O)Nc3ccccc31)C1=C(CC(C)(C)CC1=O)N2 (stereo not given)	94	93	94	2	31	-7
25	Cc1nn(-c2ccc(F)cc2)c(C)c1/C=C/C(=O)N1CCNC(=O)C1	98	100	96	7	11	8
26	CC(=O)c1cccc(NC(=O)C2CCCN2S(=O)(=O)c2cccc3nsnc23)c1 (stereo not given)	103	100	102	2	7	.
27	Nc1c(C(=O)NC2CC2)c2nc3ccccc3nc2n1-c1ccc2c(c1)OCO2	95	96	98	3	12	-1
28	COCCn1nnnc1CN(Cc1ccco1)Cc1cc2cc3c(cc2[nH]c1=O)OCO3	?	?	?	2	17	-7
29	O=C(N/N=C/c1ccco1)C12CC3CC(CC(C3)C1)C2	97	94	97	10	9	0
30	Cc1ccc(-n2c(-c3ccccc3)c[n+]3c2CCc2ccccc2-3)c(C)c1	107	99	100	0	10	-11

item	Cdc42 wt GTP	ABCB1 block	Rac1 wt GTP bind	GSH bead fluor	Rab2 wt GTP
21	102	0.9	96	60	98
22	?	1.6	?	15	?
23	102	0.2	101	31	101
24	93	0.1	93	17	91
25	102	1.3	101	12	100
26	103	0.8	104	27	104
27	98	0.6	100	12	96
28	?	0.6	?	15	?
29	97	1.3	98	11	96
30	105	-0.2	103	13	102

# Arranged by the number under GSH bead fluor (lowest first): three from the list above.
entry | Structure | GSH bead fluor
9 | CCC(C)Nc1nc(Cl)nc(N(C#N)CN2C(=O)c3ccccc3S2(=O)=O)n1 (stereo not given) | 11
14 | COc1cc(OC)cc(C(=O)Nn2cc(C(=O)Nc3c(F)cccc3F)c3ccccc3c2=O)c1 | 13
28 | COCCn1nnnc1CN(Cc1ccco1)Cc1cc2cc3c(cc2[nH]c1=O)OCO3 | 15

# Other records
item	smiles	Rab7 wt GTP bind	Rac1 mut GTP	HRas wt GTP bind	ABCG2 block	Avidin fluor	Pf gamet viab
31	CCC(=O)Nc1c(C#N)c2nc3ccccc3nc2n1C1CCCCC1	?	?	?	6	20	-5
32	O=C(NCCSc1ccccn1)c1ccc(Cl)cc1Cl	107	95	98	11	6	6
33	Cc1ccc(NC(=O)c2cc(N3CCOCC3)nc3ccccc23)cc1	100	97	99	21	9	.
34	O=C(NC(=S)NCCc1ccccn1)c1ccccc1	98	97	99	34	6	-9
35	CCc1ccc(-c2nc(CSCC(=O)N3CCN(c4ccccn4)CC3)c(C)o2)cc1	101	103	103	26	11	0
36	O=C(COc1ccccc1Cl)OCC(=O)N1CCN(S(=O)(=O)c2ccccc2)CC1	98	95	99	2	11	.
37	N#CC1=C(N)Oc2n[nH]c(-c3cccs3)c2C1c1ccoc1 (stereo not given)	100	94	96	2	14	23
38	CC(C)(C)Cn1c(=O)[nH]c(=O)c2cc([N+](=O)[O-])cnc21	97	95	95	21	2	15
39	CCOc1ccc(N2CC(=O)Nc3ccccc3NCC2=O)cc1	101	100	102	2	7	.
40	O=C1CC(SC(=Nc2ccccc2)Nc2ccccc2)C(=O)N1c1ccc(Cl)cc1 (stereo not given)	106	100	104	6	5	.

item	Cdc42 wt GTP	ABCB1 block	Rac1 wt GTP bind	GSH bead fluor	Rab2 wt GTP
31	?	1.4	?	22	?
32	97	1.0	102	20	99
33	99	1.5	98	33	99
34	100	-0.5	100	16	100
35	103	3.4	107	23	99
36	100	0.7	98	24	97
37	96	0.4	94	25	97
38	96	7.1	100	11	96
39	103	0.3	102	13	100
40	106	0.1	108	12	103

# (cont.)
item	smiles	Rab7 wt GTP bind	Rac1 mut GTP	HRas wt GTP bind	ABCG2 block	Avidin fluor	Pf gamet viab
41	COc1cc(C(=O)OC(C)C(=O)N2CCc3ccccc3C2)ccc1OCC(=O)N1CCOCC1 (stereo not given)	102	96	100	6	13	.
42	NC(=O)C1CCCN(S(=O)(=O)c2ccc(Br)cc2)C1 (stereo not given)	100	100	102	0	5	-4
43	CC(=O)Nc1cccc(C(=O)Nc2ccccc2C(=O)O)c1	101	99	101	-1	10	.
44	CCN1C(=O)/C(=C/C=C2\C=CN(CC)c3ccccc32)SC1=S	100	97	97	1	5	.
45	CN(C)S(=O)(=O)c1ccc(C(=O)OCCCN=C2NS(=O)(=O)c3ccccc32)cc1	100	101	102	1	8	.
46	CCOc1ccc(NC(=O)c2ccc3c(SCC(=O)O)c4c(nc3c2)CCCC4)cc1	86	86	87	-4	11	-19
47	COc1ccccc1C(=O)CSc1nnc(-c2ccco2)o1	105	96	97	4	7	16
48	Cc1nc2ccccc2c(=O)n1/N=C/c1cccnc1	102	99	101	6	15	.
49	COc1ccccc1N(C)S(=O)(=O)c1ccc(C(=O)Nc2ccc3nc(C)sc3c2)cc1	100	98	96	6	11	6
50	CC12CC(NC(=O)N1c1ccc(C(=O)N3CCN(c4ccccn4)CC3)cc1)c1ccccc1O2 (stereo not given)	99	99	100	5	12	.

item	Cdc42 wt GTP	ABCB1 block	Rac1 wt GTP bind	GSH bead fluor	Rab2 wt GTP
41	101	0.0	100	43	99
42	104	0.0	103	19	101
43	105	0.0	107	14	101
44	99	0.6	102	8	96
45	103	0.4	103	15	101
46	84	-1.2	91	11	85
47	95	0.5	96	14	99
48	104	0.6	105	34	100
49	97	1.9	102	5	95
50	105	0.4	108	27	102

# The results go on:
item	smiles	Rab7 wt GTP bind	Rac1 mut GTP	HRas wt GTP bind	ABCG2 block	Avidin fluor	Pf gamet viab
51	CCOc1ccc(/C=N/NC2=NCCCCC2)cc1	107	95	101	1	8	-5
52	Clc1nccnc1-c1ccccc1	97	101	99	-2	2	-4
53	COC(=O)CC1=NN(c2ccccc2)C(=O)C1	95	97	95	-2	20	8
54	CCCOC(=O)CC1C(=O)NCCN1Cc1ccc(F)cc1 (stereo not given)	97	99	100	-1	6	.
55	CC(=O)Oc1cc2c(C(=O)NCCN3CCOCC3)c(C)oc2c2ccccc12	99	98	98	19	13	10
56	COC(=O)c1ccccc1NC(=O)C(C)Oc1ccccc1 (stereo not given)	100	101	99	8	16	.

item	Cdc42 wt GTP	ABCB1 block	Rac1 wt GTP bind	GSH bead fluor	Rab2 wt GTP
51	99	1.2	99	16	100
52	99	-0.3	106	6	99
53	96	-0.8	101	12	96
54	101	0.2	104	16	99
55	100	1.3	98	28	99
56	101	0.8	104	13	102

# Screening results deposited in PubChem BioAssay by several laboratories.

# Not a hit list; overall some 1.1% were active at least once.
